# Assay outcomes (PubChem)
# GLS inhibitor = glutaminase GLS (human) inhibition. hit rate 0.21% among 410,000. AID 624170. Potency, µM (series often up to 45.5 µM), without a hit: top-dose activity change, negative = inhibition, most hits filed as inhibitors. GLS enzymatic activity, qHTS titration; note: potency is the fitted concentration of half-maximal effect; % is set by controls: 0 for no effect and ±100 for the full control effect
#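 hKGA in 45 mM KH2PO4 pH 8.2, 0.02% Tween-20 with pin-transferred compounds; 1 mM L-glutamine (stock) plus glutamate oxidase/HRP/Amplex Red coupling added. Fluorescence read initially and after 30 min at RT.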
# PI4K2A inh = PI4K2A (human) kinase inhibition | Q9BTU6 | purified PI4K2A, ADP-Glo luminescence, 1 h; hits give low values | activity change, negative = inhibition, % at 76.9 µM | hit rate 0.13% among 420,000; in the data active = activity change below about -50%; inconclusive = mostly about -30% to -49%;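 note: -100% = wells without enzyme as full effect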
#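 ADP-Glo luminescence measured ADP generated by PI4K2A enzyme (4 ug/mL before mixing) with 1.2 mM PI substrate (pre-mix) and 300 microM ATP (pre-mix). Tris pH7.5 buffer with MgCl2, Triton X-100; 1 h reaction at ambient temperature.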
# Tb PGK inh = T. brucei PGK inhibition; AID 602233; P07378; Potency, µM (titrated, usually from 57.5 µM), without a hit: at the top dose activity change, negative = inhibition, usual class: inhibitors; hit rate 0.043% among 380,000; PGK/GAPDH coupled, Kinase-Glo luminescence, 60 min; note: potency is the fitted concentration of half-maximal effect; % is set by controls: 0 for no effect and ±100 for the full control effect; nearly all actives have a fitted effect of over 60% in size
#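 Luminescent ATP detection (Kinase-Glo Plus) follows a 60-minute room-temperature incubation, with wells lacking PGK as controls. Buffer: 100 mM TEA (pH 7.6), 5 mM MgCl2, 0.01% Tween-20. Coupling enzyme GAPDH (100 nM final) supplies unstable 1,3-BPG in-well.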
# G9a block = blocks human histone lysine methyltransferase G9a; Q96KQ7; G9a H3K9 monomethylation, AlphaScreen, 2 h; hit rate 8.8% among 350,000; Potency, µM (highest dose often 102 µM), inactives show top-dose activity, negative = inhibition, most hits filed as inhibitors; note: potency is the fitted concentration of half-maximal effect; % is set by controls: 0 for no effect and ±100 for the full control effect; nearly all actives have a fitted effect of over 75% in size
#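 Quantitative HTS format: methyltransferase activity on a biotin-tagged H3K9 peptide is measured by AlphaScreen, using a rabbit anti-monomethyl-H3K9 antibody with streptavidin donor and anti-IgG acceptor beads. Final levels are 20 nM enzyme, 500 nM peptide, 20 uM SAM; 2 h RT.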
# HP1b chromo inh = inhibitors of HP1-beta chromodomain binding to methylated histone tails. P83916. Potency, µM (highest dose often 114 µM), without a hit: at the top dose activity change, negative = inhibition, most hits filed as inhibitors. AlphaScreen HP1-beta / biotin-H3K9me3 peptide binding. hit rate 0.56% among 390,000; note: potency is the fitted concentration of half-maximal effect; nearly all actives have a fitted effect of over 70% in size; inactives centre near 23
#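 Compound inhibition of the preformed complex between 50 nM HP1-beta and 50 nM biotinylated H3K9me3 peptide was read by AlphaScreen. Buffer was PBS pH 7.4 with 0.01% Tween-20. Incubations ran 30 min at room temperature, with 10 ug/mL donor/acceptor beads.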
# ERG-DNA inh = ERG Ets/DNA interaction inhibition; Potency, µM (top dose mostly 76.9 µM), for the others: at the top dose FP activity, negative = inhibition, hits mostly inhibitors; fluorescence polarization, His-ERG Ets domain / labelled DNA; P11308; hit rate 0.028% among 370,000; active = well fitted inhibition curve with a large enough effect in the polarisation, with a control signal flat; inconclusive = small, poorly fitted or top-dose-only effect, or effect the other way, or a change in a side signal; inactive = no such curve, though single readings can be large or run the other way; the % refers to the polarisation;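 note: polarization taken with two DNA probes labelled with fluorescein and Texas red; potency is the fitted concentration of half-maximal effect; % of control where 0% means no effect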
#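 His-tagged ERG Ets domain (1 uM in the protein solution; 300mM KCl, 50mM Tris-HCl, 1mM EDTA, 1mM DTT, pH 7.5) received compound, then a probe mix of 5 nM fluorescein-DNA and 100nM Texas-615-DNA. Fluorescence polarization was read for both dyes.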
# Pin1 inh = inhibitors of human Pin1. hit rate 0.009% among 390,000. Potency, µM (titrated, usually from 115 µM), for the others: at the highest dose activity, negative = inhibition, actives largely listed as inhibitors. Pin1 FP peptide displacement, HiFluor488, 10 min; active = well fitted inhibition curve with a large enough effect in the polarisation, with a control signal flat, not every such curve was filed as active; inconclusive = small, poorly fitted or top-dose-only effect, or effect the other way, or a change in a side signal; inactive = no such curve, though single readings can be large or run the other way; the % refers to the polarisation; note: potency is the fitted concentration of half-maximal effect; % is set by controls: 0 for no effect and ±100 for the full control effect
# JMJD2A Tudor = blocks the human JMJD2A Tudor domain. AlphaScreen JMJD2A-Tudor / H3K4me3 peptide binding. AID 504339. O75164. Potency, µM (highest dose often 114 µM), inactives show at the top dose activity change, negative = inhibition, hits mostly inhibitors. hit rate 4.4% among 390,000; note: potency is the fitted concentration of half-maximal effect; % is set by controls: 0 for no effect and ±100 for the full control effect; nearly all actives have a fitted effect of over 50% in size
# Target sequence (O75164 whole entry, looked up, the tested form may be a part): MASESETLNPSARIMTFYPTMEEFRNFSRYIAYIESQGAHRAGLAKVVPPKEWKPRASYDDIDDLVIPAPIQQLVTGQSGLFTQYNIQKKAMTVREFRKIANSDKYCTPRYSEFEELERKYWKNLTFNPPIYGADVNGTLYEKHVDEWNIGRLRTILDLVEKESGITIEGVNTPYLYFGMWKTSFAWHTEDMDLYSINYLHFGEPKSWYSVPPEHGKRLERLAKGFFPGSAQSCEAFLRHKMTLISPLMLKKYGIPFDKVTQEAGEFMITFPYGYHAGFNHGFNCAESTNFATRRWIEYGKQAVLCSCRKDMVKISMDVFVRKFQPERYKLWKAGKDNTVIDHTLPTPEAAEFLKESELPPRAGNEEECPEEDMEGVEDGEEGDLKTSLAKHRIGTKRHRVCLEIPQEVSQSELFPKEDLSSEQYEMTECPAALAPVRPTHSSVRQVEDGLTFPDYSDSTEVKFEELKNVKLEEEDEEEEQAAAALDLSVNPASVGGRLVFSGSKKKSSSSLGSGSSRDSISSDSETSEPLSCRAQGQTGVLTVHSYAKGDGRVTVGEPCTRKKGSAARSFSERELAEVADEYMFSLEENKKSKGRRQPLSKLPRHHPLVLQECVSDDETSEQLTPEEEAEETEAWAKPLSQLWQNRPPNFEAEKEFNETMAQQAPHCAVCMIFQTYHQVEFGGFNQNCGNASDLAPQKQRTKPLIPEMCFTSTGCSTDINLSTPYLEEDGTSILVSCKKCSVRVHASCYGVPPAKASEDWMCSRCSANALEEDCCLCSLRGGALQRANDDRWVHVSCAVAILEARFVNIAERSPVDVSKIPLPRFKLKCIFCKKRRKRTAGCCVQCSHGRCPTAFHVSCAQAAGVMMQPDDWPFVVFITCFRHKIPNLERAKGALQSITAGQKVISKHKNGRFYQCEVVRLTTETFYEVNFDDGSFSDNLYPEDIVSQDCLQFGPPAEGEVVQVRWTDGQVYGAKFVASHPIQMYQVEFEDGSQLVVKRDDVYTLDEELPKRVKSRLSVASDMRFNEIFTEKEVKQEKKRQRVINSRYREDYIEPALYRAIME
# BAZ2B inh = BAZ2B (human) inhibition | AlphaScreen BAZ2B-H3K14Ac peptide displacement | Potency, µM (series often up to 114 µM), for inactives: at the highest dose activity change, negative = inhibition, most hits filed as inhibitors | AID 504333 | hit rate 4.4% among 360,000; note: potency is the fitted concentration of half-maximal effect; % is set by controls: 0 for no effect and ±100 for the full control effect; nearly all actives have a fitted effect of over 60% in size
#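 Multi-concentration screen (max 110 uM) measuring displacement of acetylated histone H3 peptide from BAZ2B by AlphaScreen, using 50 nM protein, 50 nM peptide and 10 ug/mL streptavidin donor plus Ni-chelate acceptor beads.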
# The depositor's hits bear a star; i = inactive; ? = inconclusive; . = no result given; & = joins results of further samples; [ ] = dose if it differs, or a comment. Unless noted, calls come from the whole dose curve; as a rule, active = well fitted curve in the direction sought with a large enough effect; inconclusive = small, poorly fitted or top-dose-only effect, or another doubt; inactive = no such curve, though single readings can be large; an effect the other way counts as inactive or inconclusive.
nr	GLS inhibitor	PI4K2A inh	Tb PGK inh	G9a block	HP1b chromo inh	ERG-DNA inh	Pin1 inh	JMJD2A Tudor	BAZ2B inh	compound
1	36%[activator]	3	-7%	8%	9%	-10%	-7%	?	?	COc1ccc(C(=O)O/N=C(/c2ccccc2)c2ccncc2)cc1OC
2	1%	0	1%	-7%[59 µM]	16%	-4%	-6%	-9%	-6%	O=C(CCC1CCCC1)Nc1ccc([N+](=O)[O-])cn1
3	1%	0	i	-30%	20%	10%	-2%	-24%	-14%	CC(C)CC1(C)NC(=O)N(CC(=O)Nc2cccc(S(=O)(=O)N(C)c3ccccc3)c2)C1=O (stereo unspecified)
4	4%	0	-4%	-26%	14%	-1%	-6%	3%	-6%	CN(C(=O)COC(=O)c1cc(=O)[nH]c2ccccc12)c1c(N)n(Cc2ccccc2)c(=O)[nH]c1=O
5	7%	-9	-3%	3%[59 µM]	2%	3%	4%	-18%	-7%	CS(=O)(=O)NCC(c1ccco1)N1CCN(c2ccccc2)CC1 (stereo unspecified)
6	-15%	8	i	-26%[59 µM]	28%	0%	-4%	?	?	CCCCn1cc2c(c1-c1ccccc1Br)c(=O)n(C)c(=O)n2C
7	1%	0	-2%	9%[59 µM]	27%	-1%	-3%	?	-1%	CCOc1cc(C)c(C(C)C)cc1S(=O)(=O)NCc1ccccn1
8	11%	-4	-10%	18%[0.501 µM]	3%	-1%	-2%	-23%	-1%	O=C(NCC(c1ccco1)N1CCc2ccccc2C1)c1ccc(Cl)cc1 (stereo unspecified)
9	-1%	-10	-1%	71µM*	35%	-6%	-1%	-4%	3%	O=C(NCCSc1c[nH]c2ccccc12)c1ccco1
10	-12%	7	-3%	.	168%[activator]	1%	-5%	141%[activator]	.	CC(=O)c1ccc2c3c(cc(C)c2c1)CCCC3
11	2%	-3	-7%	-33%	-17%	-2%	-7%	?	-25%	COc1ccc(C(=S)N2CCCCC2)cc1Br
12	0%	-14	i	-44%[59 µM]	14%	-7%	2%	-8%	-4%	COc1ccccc1CNC(=O)c1oc2ccc(S(=O)(=O)N3CCCC3)cc2c1C
13	0%	6	5%	-2%	23%	1%	1%	-22%	-6%	Cn1ccs/c1=N\C(=O)Nc1cccc(C(F)(F)F)c1
14	4%	4	3%	-12%[59 µM]	46%[activator]	1%	12%	16%	3%	c1ccc(N2CCN(c3nc(-c4cccs4)nc4ccccc34)CC2)cc1
15	4%	-2	3%	?	41%[activator]	.	0%	-7%	1%	CC(=O)C1=C(O)C(=O)N(Cc2cccnc2)C1c1ccccc1 (stereo unspecified)
16	0%	6	.	?	31%	-7%	?	-25%	-5%	CC(=O)C1=C(C)NC(SCC(=O)c2ccc(Cl)cc2)=C(C#N)C1c1ccco1 (stereo unspecified)
17	-11%	-5	1%	.	1%	0%	12%	-10%	.	CCN(CC)c1ccc(S(=O)(=O)N2CCOCC2)cc1NC(=O)Nc1ccccc1
18	?	1	i	9%[59 µM]	18%	3%	-2%	-1%	-15%	CN(C)S(=O)(=O)c1ccc(NC(=O)c2ccc3ncsc3c2)cc1
19	-2%	8	-6%	.	19%	25%	-3%	2%	.	O=C(COC(=O)/C=C/c1ccc(Cl)c(Cl)c1)NC1CC1
20	?	2&-1	4%&13%	18%	5%&19%	-14%&9%	?	?	-19%&-11%	O=C(CCn1ccc2cc(S(=O)(=O)N3CCCC3)ccc21)NCc1cccc(F)c1
21	-1%	2	-6%	31%[activator]	-1%	-2%	-6%	?	-7%	CCCCCC1=CCC/C1=N\NC(=O)c1ccc2c(c1)OCO2
22	-4%	-6	-1%	24%	19%	-3%	-11%	-12%	-1%	COc1ccc(N(CC(=O)NC2CCCCC2C)S(=O)(=O)c2c(C)nn(C)c2C)cc1 (stereo unspecified)
23	4%	6	2%	8%[59 µM]	8%	-6%	-4%	-14%	-1%	CSCCCNC(=S)N1CCN(S(=O)(=O)c2cccc(C(F)(F)F)c2)CC1
24	0%	-5	i	-1%	19%	-4%	1%	-24%	-25%	O=C(Cc1cccs1)N1CCN(S(=O)(=O)c2cccc([N+](=O)[O-])c2)CC1
25	3%	4	-8%	?	46%[activator]	-23%	-1%	3%	9%	COc1cc(C(=O)NNC(=O)c2n[nH]c3ccccc23)cc(OC)c1OC
26	1%	-3	-11%	26%[0.0925 µM]	39%[activator]	-4%	2%	-4%	?	Cc1nc2ccc(C(=O)N3CCCC(CO)(Cc4ccc(F)cc4F)C3)cc2nc1C (stereo unspecified)
27	5%	2	-4%	-17%	34%	11%	0%	11%	0%	CC(C)Nc1ncnc2ccc(Br)cc12
28	5%	-2	-1%	13%	8%	2%	-1%	-13%	-7%	CNC(=O)NC(=O)C(c1ccccc1)N(C)CC1COc2ccccc2O1 (stereo unspecified)
29	-1%	-3	-8%	54%[activator]	39%[activator]	0%	1%	-13%	6%	O=C(COC(=O)CC1CC2CCC1C2)Nc1ccc(F)cc1 (stereo unspecified)
30	-1%	6	i	-40%	15%	4%	2%	-15%	2%	CC(C)CN(C(=O)CN(C)C(=O)Cc1ccc(Cl)cc1)c1c(N)n(CC(C)C)c(=O)[nH]c1=O
31	10%	9	5%	0%[59 µM]	28%	3%	3%	16%	5%	Cc1ccc(S(=O)(=O)NC(=NC(C)C(=O)O)c2ccccc2)cc1 (stereo unspecified)
32	-3%	-3	-6%	.	66%[activator]	6%	-2%	-3%	-5%	O=C(Cc1cccc2ccccc12)NCCOc1ccccc1F
33	1%	3	-5%	50µM*	56%[activator]	5%	-4%	-19%	5%	Cc1nnc(SCC(=O)Nc2ccc(Br)cn2)[nH]c1=O
34	-3%	-1	10%	?	25%	2%	0%	1%	-2%	O=C(O)c1c2c(nc3ccccc13)/C(=C/c1ccc(OC(F)F)cc1)CCC2
35	16%	0	-7%	.	25%	-1%	?	-16%	-34%	CC(C)(C)c1ccc(/C=C2\Oc3c(ccc(O)c3CN3CCN(CCO)CC3)C2=O)cc1
36	12%	-9	-2%	-37%[12.7 µM]	18%	7%	1%	-12%	1%	O=C(COc1ncnc2ccccc12)N1CCN(S(=O)(=O)c2ccccc2)CC1
37	5%	2	3%	23%[59 µM]	17%	-5%	1%	-5%	1%	CCOCCCNC(=O)c1ccc2c(=O)n(CCc3ccc(OC)c(OC)c3)c(=O)[nH]c2c1
38	2%	7	1%	-10%	7%	-1%	-5%	-20%	-2%	O=C(NCCN1CCN(C(=O)c2ccc(F)cc2)CC1)c1ccc(F)cc1
39	-7%	-4	-4%	7.9µM*	23%	-1%	?	-10%	-4%	Cn1c(Cn2c3ccccc3c3ccccc32)n[nH]c1=S
40	?	?	?	.	11%	1%	89%[activator]	?	79µM*	O=C(CSc1nc2ccccc2c(=O)[nH]1)Nc1nc(-c2ccc(Br)cc2)cs1
41	2%	5	-7%	?	20%	-8%	1%	13%	16%	CCCCCCn1c(SCCC)nc2c1c(=O)[nH]c(=O)n2C
42	-3%	4	-5%	.	4%	0%	-12%	-10%	.	O=C(NNC(=O)C1CC1)c1ccc(F)cc1F
43	5%	2	0%	?	32%	1%	-9%	-19%	-3%	Cc1ccc(OCC(O)CNC2CCCC2)cc1C (stereo unspecified)
44	-4%	4	i	4%[59 µM]	11%	-1%	-6%	-19%	0%	COCCCn1c(SCC(=O)NCc2ccccc2)nc2c(sc3ccccc32)c1=O
45	2%	-12	23%	?	-14%	20%	?	?	?	CC(/C=C1\SC(=S)N(NC(=O)c2ccncc2)C1=O)=C\c1ccccc1

# Structural class, those above containing an NH in an aromatic ring (9)
nr	GLS inhibitor	PI4K2A inh	Tb PGK inh	G9a block	HP1b chromo inh	ERG-DNA inh	Pin1 inh	JMJD2A Tudor	BAZ2B inh	compound
4	4%	0	-4%	-26%	14%	-1%	-6%	3%	-6%	CN(C(=O)COC(=O)c1cc(=O)[nH]c2ccccc12)c1c(N)n(Cc2ccccc2)c(=O)[nH]c1=O
9	-1%	-10	-1%	71µM*	35%	-6%	-1%	-4%	3%	O=C(NCCSc1c[nH]c2ccccc12)c1ccco1
25	3%	4	-8%	?	46%[activator]	-23%	-1%	3%	9%	COc1cc(C(=O)NNC(=O)c2n[nH]c3ccccc23)cc(OC)c1OC
30	-1%	6	i	-40%	15%	4%	2%	-15%	2%	CC(C)CN(C(=O)CN(C)C(=O)Cc1ccc(Cl)cc1)c1c(N)n(CC(C)C)c(=O)[nH]c1=O
33	1%	3	-5%	50µM*	56%[activator]	5%	-4%	-19%	5%	Cc1nnc(SCC(=O)Nc2ccc(Br)cn2)[nH]c1=O
37	5%	2	3%	23%[59 µM]	17%	-5%	1%	-5%	1%	CCOCCCNC(=O)c1ccc2c(=O)n(CCc3ccc(OC)c(OC)c3)c(=O)[nH]c2c1
39	-7%	-4	-4%	7.9µM*	23%	-1%	?	-10%	-4%	Cn1c(Cn2c3ccccc3c3ccccc32)n[nH]c1=S
40	?	?	?	.	11%	1%	89%[activator]	?	79µM*	O=C(CSc1nc2ccccc2c(=O)[nH]1)Nc1nc(-c2ccc(Br)cc2)cs1
41	2%	5	-7%	?	20%	-8%	1%	13%	16%	CCCCCCn1c(SCCC)nc2c1c(=O)[nH]c(=O)n2C
